# GCN5L2 inh – GCN5L2 (KAT2A) acetyltransferase inhibition. Potency, µM (titrated, usually from 58.9 µM), without a hit: at the top dose activity change, negative = inhibition, hits mostly inhibitors. actives 0.21% (n = 390,000). GCN5L2 HAT assay, ThioGlo1 CoA-SH fluorescence
# Target sequence (Q92830 whole entry, looked up): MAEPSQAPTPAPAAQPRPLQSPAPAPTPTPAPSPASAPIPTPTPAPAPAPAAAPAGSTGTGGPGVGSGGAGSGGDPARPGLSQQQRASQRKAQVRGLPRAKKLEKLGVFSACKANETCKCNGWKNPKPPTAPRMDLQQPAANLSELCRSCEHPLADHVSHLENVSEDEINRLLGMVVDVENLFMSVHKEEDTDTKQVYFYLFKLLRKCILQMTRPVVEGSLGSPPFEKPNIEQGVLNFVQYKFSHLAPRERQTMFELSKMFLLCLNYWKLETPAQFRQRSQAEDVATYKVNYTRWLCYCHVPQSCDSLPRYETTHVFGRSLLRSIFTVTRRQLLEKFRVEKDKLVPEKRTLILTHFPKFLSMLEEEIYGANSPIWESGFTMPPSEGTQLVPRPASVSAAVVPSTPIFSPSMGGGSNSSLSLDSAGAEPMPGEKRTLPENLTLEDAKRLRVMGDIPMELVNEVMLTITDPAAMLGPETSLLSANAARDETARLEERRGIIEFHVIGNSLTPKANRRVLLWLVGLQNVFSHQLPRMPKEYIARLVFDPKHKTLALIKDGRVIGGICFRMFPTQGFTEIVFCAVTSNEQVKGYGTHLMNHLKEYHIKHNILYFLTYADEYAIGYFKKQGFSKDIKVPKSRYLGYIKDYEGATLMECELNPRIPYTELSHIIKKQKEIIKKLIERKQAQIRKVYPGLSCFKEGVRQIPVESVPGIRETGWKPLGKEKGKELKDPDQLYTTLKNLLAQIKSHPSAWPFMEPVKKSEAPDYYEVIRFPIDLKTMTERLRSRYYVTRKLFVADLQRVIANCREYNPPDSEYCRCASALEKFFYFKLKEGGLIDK
#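 Preincubate 20nM GCN5L2 with compound 15 min, RT → add 50uM ThioGlo1 + 75uM H3(1-25) + 70uM acetyl-CoA → read fluorescence 0 and 20 min. Primary qHTS; fluorescent artifacts likely.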
# TDP1 inh – blocks human tyrosyl-DNA phosphodiesterase 1. Q9NUW8. recombinant TDP1, AlphaScreen DNA substrate cleavage. Potency, µM (top dose mostly 130 µM), for inactives: top-dose activity change, negative = inhibition, usual class: inhibitors. actives 0.28% (n = 350,000); also: nearly all actives have a fitted effect of over 40% in size
#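 Enzyme-compound mixtures sat 15 min at room temperature, followed by a 5 min reaction with 15 nM final substrate and 10 min with AlphaScreen beads. Recombinant human Tdp1 was used at 1 nM final.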
# DT40 TDP1 no CPT – qHTS for Inhibitors of human tyrosyl-DNA phosphodiesterase 1 (TDP1): qHTS in cells in absence of CPT | DT40 Tdp1-/- hTDP1 cells, no CPT, ATP luminescence, 48 h | Potency, µM (top dose mostly 46.2 µM), for inactives: at the top dose activity change, negative = growth inhibition, hits mostly inhibitors | actives 15% (n = 420,000) | AID 686978, 2013; also: nearly all actives have a fitted effect of over 55% in size
#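 A cellular qHTS used chicken DT40 cells lacking endogenous Tdp1 but carrying stably transfected human TDP1. Compounds were applied without camptothecin, and cell growth kinetics were judged by ATP-dependent luminescence after ≥48 hr.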
# * hit, by the source's call; ? = inconclusive; · = no result given; & = joins results of further samples; [ ] = another dose, or the depositor's remark. Calls follow the shape of the dose curve; as a rule, active = well fitted curve in the direction sought with a large enough effect; inconclusive = small, poorly fitted or top-dose-only effect, or another doubt; inactive = no such curve, though single readings can be large; an effect the other way counts as inactive or inconclusive. % is scaled to controls: 0 for no effect and ±100 for the full control effect; potency is read from the fitted curve at half-maximal effect.
SMILES,TDP1 inh,GCN5L2 inh,DT40 TDP1 no CPT
Cn1nc(-c2ccc(Cl)cc2)c2cc(C(=O)N3CCN(C(=O)c4ccco4)CC3)sc21,9%,-28%,?
Cc1ccc(S(=O)(=O)N2CCN(S(=O)(=O)N3CCOCC3)CC2)cc1,1%,-11%,-14%
Cc1ccc(S(=O)(=O)/N=C(/Nc2ccc([N+](=O)[O-])cc2)c2ccccc2)cc1,1%,-14%,?
Cc1ccccc1OCc1nnc(SCC(=O)Nc2c(C)n(C)n(-c3ccccc3)c2=O)n1-c1ccccc1,5%,3%,-27%
CCN(CC)CCn1c(=S)[nH]c2cc(C(=O)N3CC(C)CC(C)C3)ccc2c1=O (stereo unspecified),2%,-11%,0%
CCOC(=O)Cc1nnc(Nc2cccc(C)c2)c2ccccc12,1%,·,-30%
O=C(CSc1ncn[nH]1)c1cccc([N+](=O)[O-])c1,1%,-9%,-17%
CSc1ccccc1NC(=O)COC(=O)c1cnc(C)cn1,-5%,-1%,1%
COc1ccc(NC(=O)C2CC(c3ccc(Cl)cc3)=NO2)cc1OC (stereo unspecified),·,-18%,?
C=CCSc1nc(C)c(CCC(C)C)c(=O)[nH]1,·,-3%,?
CN1CCN(CC(=O)Nc2ccccc2Oc2ccccc2)CC1,3%,1%,-17%
CC(NC(=O)c1cccs1)c1nnc(SCc2ccc(Cl)cc2Cl)n1C (stereo unspecified),0%,0%,16µM*
CCCCN1CC(COCc2ccccc2)Oc2ccccc2S1(=O)=O (stereo unspecified),-5%[56.1 µM],-5%,23µM*
Cc1cccc(N2C(=O)CC(N3CCC(c4nc5ccccc5[nH]4)CC3)C2=O)c1 (stereo unspecified),7%,0%,-26%
CCCCC/C=C\C/C=C\C/C=C\C/C=C\CCCC(=O)O[C@@H](CO)COC(=O)CCCCCCCCCCCCCCCCC,7%&7%,-7%,-2%[4.12 µM]
CCCCN(CC)CCCNC(=O)c1ccc2c(c1)N(Cc1ccc(C)cc1)C(=O)c1ccccc1S2,3%,1%,5.2µM*
CN(CC(=O)Nc1ccc(N2CCOCC2)cc1)C(=O)C1CCCC1,-1%,0%,-4%
Cn1c(=O)[nH]c(=O)c2c1nc(N/N=C/c1cccnc1)n2Cc1ccc(Cl)cc1,4%,-3%,6%
Cc1cccc(CCNS(=O)(=O)c2cnc[nH]2)c1,0%,5%,1%
O=C(NCCN1CCOCC1)C1CC(=O)N(c2ccc(F)cc2)C1 (stereo unspecified),10%,-4%,?
CCC(CC)COC(=O)C(C#N)c1nc2ccccc2nc1N1CCOCC1 (stereo unspecified),0%,-8%,23µM*
Cc1cc(C)c2sc(N(CCN(C)C)C(=O)c3c(F)cccc3F)nc2c1,5%,-18%,?
S=C(NC1CCCCC1)N1CCn2cccc2C1c1cccnc1 (stereo unspecified),5%,-5%,?
CCOC(=O)C1CCN(Cc2nc3ccc(Cl)cc3n2CCO)CC1,-1%,?,?
COc1ccccc1NC(=O)c1cc(S(=O)(=O)N2CCCC2)cn1C,·,-9%,-13%
CC(C)n1cc(CN2CCC(Oc3ccc(C(=O)N4CCCCC4)cc3)CC2)cn1,2%,-30%,-5%
CC(C)OC(=O)c1ccc(COC(=O)CNC(=O)c2ccco2)cc1,10%,-2%,4%
COc1ccc(C(=O)Nc2ccc3c(c2)nc(CCNC(C)=O)n3C)cc1,1%,?,-18%
O=C(Cc1c(O)c2ccccc2[nH]c1=O)NC1CCCCCC1,4%,-10%,-21%
CCC(CC)C(=O)Nc1nc2c(s1)CC(C)CC2 (stereo unspecified),6%,-9%,18µM*
Cc1ccc(C(=O)N/C(=C\c2ccc(-c3ccccc3[N+](=O)[O-])o2)C(=O)NCCCN2CCOCC2)cc1,5%,-23%,?
O=C(Nc1ccccc1Cl)Nc1cccc2cccnc12,·,-7%,-3%
CCOC(=O)c1c(NC(=O)CCN2CCOCC2)sc2c1CC(C)(C)OC2,1%,-6%,?
COc1c(C(=O)NNC(=O)c2ccccc2Cl)csc1Br,0%,-3%,-11%
OCCC1CN(C/C(Cl)=C/c2ccccc2)CCN1C1CCCC1 (stereo unspecified),3%,-3%,-6%
N#Cc1nnn(-c2cc(Cl)cc(Cl)c2)c1N,-3%,-3%,-28%
COc1cccc(C(=O)NNC(=O)C(=O)Nc2ccc(C)cc2)c1,8%,-3%,-4%
CC(=O)Nc1ccccc1-c1nnn(CC(=O)Nc2ccc3c(c2)OCCO3)n1,0%,-8%,?
O=C(Nc1ccc2c(c1)CCCN2C(=O)c1cccs1)c1ccc(F)c(F)c1,9%,-19%,21µM*
COC(=O)Cc1c(C)c2ccc(OCC(=O)N(C)C3CCS(=O)(=O)C3)cc2oc1=O (stereo unspecified),1%,-16%,8%
O=C(CN1C(=O)S/C(=C\c2ccccc2Cl)C1=O)NCCCn1ccnc1,4%,-1%,?
C[C@@H]1CN([C@@H](C)CO)C(=O)c2cccc(NC(=O)C3CCOCC3)c2O[C@H]1CN(C)S(=O)(=O)c1ccc(Cl)cc1,1%,-1%,-7%
O=C(CCN1CCN(c2ccccc2)CC1)N/N=C/c1ccc(O)c(O)c1O,0%,-22%,?
COc1ccc(CNC(=O)c2cc(-c3cccc(Cl)c3)on2)cc1,8%,4%,-29%
COc1ccccc1N1CCN(C(=O)C(NS(=O)(=O)c2cccs2)c2ccccc2)CC1 (stereo unspecified),0%,-18%,?
CCOC(Cn1cc(C)c(=O)[nH]c1=O)OCC,5%,0%,28%
O=C(NC(=S)Nc1ccc(Cl)cn1)C12CC3CC(CC(C3)C1)C2,3%,-3%,?
CCOC(=O)c1c(-c2cccc([N+](=O)[O-])c2)csc1NC(=O)CCCOc1ccccc1,3%,-3%,-29%
O=C(CSc1nc2ccccc2c(=O)[nH]1)N1CCCCC1,2%,-5%,1%
Cc1nn(Cc2ccccc2)c(C)c1NC(=O)c1cc(C(C)C)on1,-1%,0%,?
COc1cc(CN(C)CCc2ccccc2)ccc1OCc1ccccc1,4%,-25%,26µM*
FC(F)(F)COc1nc(N2CCOCC2)nc(N(c2ccccc2)c2ccccc2)n1,2%,-5%,21µM*
OC1CCCN(CC(O)c2ccccc2)C1 (stereo unspecified),1%,3%,-11%
Cc1oc2c(C)c3oc(=O)c(CCC(=O)NCCN4CCOCC4)c(C)c3cc2c1C,·,2%,?
CCCCNC(=O)CCc1nc2cccnc2n1Cc1ccccc1,·,1%,13%
COc1ccc2sc(-c3ccc(N(C)C)cc3)c(C#CCO)c2c1,5%,-28%,18µM*

# Overlap with the part before: 7 compounds, then new ones.
SMILES,TDP1 inh,GCN5L2 inh,DT40 TDP1 no CPT
Cc1nn(Cc2ccccc2)c(C)c1NC(=O)c1cc(C(C)C)on1,-1%,0%,?
COc1cc(CN(C)CCc2ccccc2)ccc1OCc1ccccc1,4%,-25%,26µM*
FC(F)(F)COc1nc(N2CCOCC2)nc(N(c2ccccc2)c2ccccc2)n1,2%,-5%,21µM*
OC1CCCN(CC(O)c2ccccc2)C1 (stereo unspecified),1%,3%,-11%
Cc1oc2c(C)c3oc(=O)c(CCC(=O)NCCN4CCOCC4)c(C)c3cc2c1C,·,2%,?
CCCCNC(=O)CCc1nc2cccnc2n1Cc1ccccc1,·,1%,13%
COc1ccc2sc(-c3ccc(N(C)C)cc3)c(C#CCO)c2c1,5%,-28%,18µM*
C#Cc1ccc([C@@H]2C=C(C(=O)Nc3ccccc3)O[C@H](OCC)[C@H]2CCCO)cc1,3%,1%,13µM*
Cc1ccc(SCC(=O)OC(C)C(=O)NC2CCCCC2C)c(C)c1 (stereo unspecified),-2%,-6%,-17%
CN(C)C(=O)Cn1cnc2c(cnn2-c2ccccc2Cl)c1=O,2%,-2%,-4%
C=CCNC(=S)Nc1cccc(N)c1,5%,-1%,2%
COc1cc2c(cc1OC)CN(C(=O)CCOc1ccccc1)CC2,0%[0.0935 µM],2%,18µM*
O=C(Nc1ccc(F)cc1)c1cc2ccccc2o1,·,-2%,?
CCOc1ccc(Br)cc1S(=O)(=O)Nc1ccc(NC(=O)c2ccccc2C)cc1,-2%,-15%,-12%
CCCCn1c(=O)[nH]c(=O)c2c1nc(CN(C)Cc1cccc(OC)c1OC)n2CCC,·,-7%,?
COc1ccc(Cn2c(SCC(=O)NCc3ccc(Cl)cc3)nc3ccsc3c2=O)cc1,0%,4%,-22%
O=C1CCOc2cc(OCc3ccccc3)ccc21,5%,4%,-9%
Cc1ccc2ccc(C(Nc3cccc(C(F)(F)F)c3)c3cccnc3)c(O)c2n1 (stereo unspecified),10%,-13%,?
Cc1csc(SCC(=O)NC(=O)Cc2ccccc2)n1,4%,16%,-12%
COc1ccc(Nc2ncc(C(=O)Nc3cc(C)ccc3OC)c3ccccc23)cc1,9%,-13%,23µM*
O=[N+]([O-])c1ccc(Cl)c2c1C1C=CCC1C(c1ccccn1)N2 (stereo unspecified),2%,-10%,?
Cc1cc(CN(C)C)c(O)c(C2(C)CCCCC2)c1,1%,-2%,?
S=C(Nc1ccc(Cl)cc1Cl)N1CCCCC1,3%,-2%,-1%
CC(C)CCN1CCC(N)=NC1=O,6%,-4%,2%
COc1cccc(OC)c1C(=O)N1CCN(Cc2ccccc2C(F)(F)F)CC1,-5%,-19%,?
Cc1ccc(NC(=O)C2CCN(S(=O)(=O)c3cccc4cccnc34)CC2)nc1,-1%,-4%,-21%
Cc1ccc(NS(=O)(=O)c2cc([N+](=O)[O-])ccc2N/N=C/c2sc(N3CCOCC3)nc2-c2ccccc2)c(C)c1,·,5%,18µM*
COC(=O)C1=CN(C)C=C(C(=O)OC)C1c1ccc(Cl)cc1Cl,-3%,-10%,?
CCc1ccccc1NC(=O)CSc1nc2c(c(-c3ccco3)c1C#N)CCCC2,2%,0%,-18%
COc1ccc(C(=O)COC(=O)c2cc(-c3cccs3)nc3ccccc23)cc1,·,-9%,?
CCN(CC(=O)Nc1c(F)cccc1F)C(=O)CSCC(=O)Nc1cccc(C)c1,-2%,-2%,-5%
CN1CCN(c2ccc(NC(=S)NC(=O)c3cccc4c(Cl)cccc34)cc2)CC1,5%,1%,?
CN(C(=O)Cc1c(C(=O)O)n(C)c2ccccc12)c1ccc(Cl)cc1,·,-6%,-24%
Nc1nc(N)nc(-c2cc(O)ccc2O)n1,-1%,1%,5.8µM*
COc1ccc(NC(=O)C(NC(C)=O)C(=O)NCc2ccccc2)cc1 (stereo unspecified),8%,-2%,0%
Cn1ncc(Cl)c1C(=O)Nc1cccc(Cl)c1,0%,-2%,-17%
C=CCOc1c(Br)cc(/C=C2\SC(=Nc3ccccc3)NC2=O)cc1OC,2%,-1%,21µM*
CCOc1ccc(C(=O)Nc2cccc(-c3ccc(N4CCOCC4)nn3)c2)cc1OCC,·,-5%,10µM*
CCOc1ccc(NC(=O)c2ccc(N)cc2)cc1,-8%,-3%,-9%
CC(NC(=O)C1CCCO1)c1ccccc1 (stereo unspecified),1%,-9%[0.501 µM],-3%
CC(=O)N1c2ccc(S(=O)(=O)N3CCCCCC3)cc2CC1C(=O)NCc1ccc(Cl)cc1 (stereo unspecified),4%,-8%,?
CCCc1nc(SCC(=O)Nc2ccc(N3CCOCC3)cc2)c2ccccc2n1,5%,-2%,5.2µM*
CC1CCN(c2ccc(C=O)o2)CC1,4%,-6%,?
CCn1c(O)c(N=NC(=O)CNC(=O)/C=C/c2ccco2)c2ccccc21,2%,-9%,?
CCOC(=O)CC(NC(=O)Cn1nnc(-c2ccc(C(F)(F)F)cc2)n1)c1ccccc1Cl (stereo unspecified),-1%,-5%,·
CCOC(=O)C1=C(C)C(c2cccc(Oc3ccccc3)c2)NC(=S)N1 (stereo unspecified),3%,-10%,?
CCOc1ccc(S(=O)(=O)N2CCN(C(=O)c3cc(-c4ccccc4)nn3-c3ccccc3)CC2)cc1,6%,-4%,?
CCOC(=O)c1c(C)[nH]c(C)c1S(=O)(=O)NCC(=O)Nc1cccc(Cl)c1,3%,5%,-15%
COc1cc(S(=O)(=O)NCCOC23CC4CC(CC(C4)C2)C3)c(OC)cc1Cl,5%,-13%,10µM*

# Only part of the results is shown, so the mix of outcomes need not match the whole.
